# hcDAF-12 act – activates DAF-12 receptor from parasite H. contortus. HEK293 hcDAF-12 lit1-tk-luc reporter, luminescence; 0% DMSO, 100% Δ7-dafachronic acid. activation, % at 6.8 µM. 370,000 compounds, 1.4% hits;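 active = activation above the mean of all tested compounds plus 3 SD, cut at about 5.5% in these data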;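 also: 100% = response to 3 µM Δ7-dafachronic acid high control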
# HGIII-sPLA2 inh – Blocks human group III sPLA2 activity | inhibition, % at 12.2 µM | 370,000 compounds, 0.56% hits | Q9NZ20 | QFRET BODIPY PC-A2 liposome hydrolysis, fluorescence;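 active = inhibition above mean plus 3 SD of compounds lying within the high and low control bounds, cut at about 19% in these data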;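 also: 0% = median of test compound wells and 100% = no enzyme DMSO wells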
# Target sequence (Q9NZ20 whole entry, looked up): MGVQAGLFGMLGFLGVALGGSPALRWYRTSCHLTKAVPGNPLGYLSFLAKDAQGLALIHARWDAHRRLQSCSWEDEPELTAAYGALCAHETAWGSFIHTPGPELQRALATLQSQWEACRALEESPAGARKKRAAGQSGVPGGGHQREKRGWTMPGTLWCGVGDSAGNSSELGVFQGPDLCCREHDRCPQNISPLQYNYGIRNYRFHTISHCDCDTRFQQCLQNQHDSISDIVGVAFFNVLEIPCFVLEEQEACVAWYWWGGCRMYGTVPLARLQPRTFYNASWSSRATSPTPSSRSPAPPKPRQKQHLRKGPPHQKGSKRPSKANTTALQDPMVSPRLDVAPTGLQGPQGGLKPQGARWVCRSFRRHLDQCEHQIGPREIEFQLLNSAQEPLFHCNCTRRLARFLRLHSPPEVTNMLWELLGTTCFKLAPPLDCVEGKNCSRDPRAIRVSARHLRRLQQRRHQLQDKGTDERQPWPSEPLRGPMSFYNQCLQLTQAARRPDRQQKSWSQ
# DAX1 inh-1 – inhibitors of DAX1 repression of SF-1 activated StAR promoter; HEK293T StAR-luciferase reporter, SF-1/DAX-1 repression relief; inhibition, % at 6.8 µM; 370,000 compounds, 1.1% hits; AID 652010;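 active = inhibition above the mean over all tested compounds plus 3 SD, cut at about 3.6% in these data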;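 also: 0% = DAX-1 cells with DMSO and 100% = cells lacking DAX-1 with DMSO; higher inhibition means more luminescence from relief of DAX-1 repression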
# hgDAF-12 ag – agonists of H. glycines DAF-12 nuclear receptor; activation, % at 6.8 µM; HEK293 GAL4-hgDAF12 UAS-luciferase reporter, agonist luminescence; normalized to butyrate control; 370,000 compounds, 1.8% hits;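 active = activation above a cutoff set at the mean of all screened compounds plus 3 SD, cut at about 10% in these data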;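 also: 0% = DMSO wells and 100% = sodium butyrate wells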
# FXN GAA850 act – frataxin GAA850 promoter activation. HEK293 lucGAA850 FXN promoter luciferase reporter, 24 h; percent of 10 µM SAHA response. activation, % at 6 µM. 360,000 compounds, 0.56% hits. AID 540364;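 active = activation above the average of all compounds screened plus 3 SD, cutoff fixed separately per campaign, cut at about 7.5% in these data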;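 also: 0% = DMSO wells and 100% = 10 µM SAHA wells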
# GC-B act – GC-B (human) receptor activation; HEK293-GC-B cells, CNP EC30, cGMP TR-FRET; 0% at EC30 CNP, 100% saturating CNP; activation, % at 10 µM; P20594; 370,000 compounds, 0.11% hits;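 active = activation at 10 µM reaching about 35% in either raw or pattern-adjusted values, limit read from the data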
# DAX1 inh-2 – inhibitors of human orphan nuclear receptor DAX1 (NR0B1). P51843. HEK293 Gal4-DAX1 luciferase reporter, luminescence. inhibition, % at 6.75 µM. 340,000 compounds, 0.99% hits. AID 504766;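 active = inhibition above the mean over all tested compounds plus 3 SD, cut at about 4.2% in these data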;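 also: 0% = DAX1-transfected cells with DMSO and 100% = empty-vector control cells with DMSO; inhibition shows as a rise in luminescence from relieved DAX1 repression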
# Target sequence (P51843 207-470 limits assumed): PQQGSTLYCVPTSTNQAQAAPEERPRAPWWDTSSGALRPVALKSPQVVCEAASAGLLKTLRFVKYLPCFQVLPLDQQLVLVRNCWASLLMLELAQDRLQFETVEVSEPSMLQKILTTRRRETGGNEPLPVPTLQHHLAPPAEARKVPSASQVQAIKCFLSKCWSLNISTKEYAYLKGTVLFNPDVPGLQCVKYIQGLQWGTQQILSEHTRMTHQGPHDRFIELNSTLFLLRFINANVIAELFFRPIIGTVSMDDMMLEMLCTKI
# NPR1 activator – GC-A (human) enzyme activation. P16066. HEK293 GC-A cells, cGMP TR-FRET, EC30 ANP; 0% at EC30 ANP, 100% saturating ANP. activation, % at 10 µM. 370,000 compounds, 0.14% hits. AID 1671463; in the data active = activation above about 40%
# KLK7 zymogen act – activates the human kallikrein-7 zymogen; purified proKLK7, EDANS-DABCYL substrate fluorescence; 100% is mature enzyme control, 0% vehicle; activation, % at 7 µM; 370,000 compounds, 0.9% hits; P49862;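 active = activation above the mean of all tested compounds plus 3 SD, computed per campaign excluding outliers beyond control limits, cut at about 13% in these data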
# Target sequence (P49862 whole entry, looked up): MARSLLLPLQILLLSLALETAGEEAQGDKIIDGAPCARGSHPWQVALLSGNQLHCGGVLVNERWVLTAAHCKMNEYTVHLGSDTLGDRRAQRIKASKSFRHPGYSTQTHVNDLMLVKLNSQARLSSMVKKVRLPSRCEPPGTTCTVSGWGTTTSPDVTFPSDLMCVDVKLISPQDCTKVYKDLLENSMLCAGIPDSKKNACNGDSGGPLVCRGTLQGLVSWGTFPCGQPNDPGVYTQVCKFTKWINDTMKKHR
# ssDAF-12 act – S. stercoralis DAF-12 activation, primary screen | HEK293 ssDAF-12/GRIP1 lit1-tk-luc reporter, luminescence; % of 3 µM dafachronic acid response | activation, % at 6.8 µM | 370,000 compounds, 1% hits | AID 652126;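 active = activation above the mean over all tested compounds plus 3 SD, cut at about 0.9% in these data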;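 also: 0% = DMSO-only wells and 100% = 3 µM delta7-dafachronic acid wells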
# SMARCA2 activ – increases SMARCA2 function in MMTV reporter cells. MG213 cells, MMTV-luciferase reporter, dexamethasone, overnight. activation, % at 9.1 µM. 370,000 compounds, 1% hits; in the data active = activation above about 7.8%;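 also: 0% = vehicle wells and 100% = reference activator wells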
# An asterisk follows results filed as active; nt = no result given. Rows were taken by chance; any-hit rate near 6.7%.
cpd	molecule	hcDAF-12 act	HGIII-sPLA2 inh	DAX1 inh-1	hgDAF-12 ag	FXN GAA850 act	GC-B act
1	O=C(O)c1ccc2c(=O)n3c(nc2c1)/C(=C/c1ccc(Cl)cc1Cl)CC3	-0.9	0.0	0.3	-2.1	0.9	1.9
2	CC(=O)c1ccc(N2CCN(C(=O)c3ccc(Br)cc3)CC2)c(F)c1	-1.5	-2.6	0.7	-2.1	2.0	-0.1
3	OC(C#CCN1CCCC1)c1ccccc1 (stereo not given)	-1.8	-1.6	-0.8	0.0	1.7	0.8
4	CCCNC(=O)C1(CC2CC(c3ccccc3)=NO2)CCN(C(=O)Cc2ccc(F)cc2)CC1 (stereo not given)	-2.4	-10.8	0.3	-1.7	0.0	1.0
5	CC(=O)Nc1sc2c(c1-c1cc3ccccc3o1)CCNC2	5.1	-2.2	nt	2.2	nt	3.0
6	Cc1ccc(C(=O)Nc2cccnc2)cc1Cl	1.8	-1.5	0.7	3.4	-1.3	-3.6
7	Cc1ccc(S(=O)(=O)N2CCN(C(=O)COC(=O)CC(C)c3ccccc3)CC2)c(C)c1 (stereo not given)	-0.1	-18.7	-0.3	5.0	1.0	-2.4
8	CCOC(=O)[C@@H]1[C@H]2COc3ccccc3[C@@H]2N2C(=O)N(c3cccc(C)c3)C(=O)[C@@]12C	1.8	-5.1	1.1	0.9	0.8	-2.4
9	OCCN1CCOCCOc2ccccc2OCCOCC1	0.3	4.8	-0.1	-1.6	1.7	2.5
10	CCOc1ccc(C(=O)OCC(=O)N2CCCC2)cc1	-0.8	-1.9	0.3	2.9	2.1	4.8
11	CC(=O)c1ccc(OCc2cc(C(=O)NCC3CCCCO3)no2)cc1 (stereo not given)	-1.1	-1.9	0.0	3.7	2.7	7.0
12	O=C(CS(=O)(=O)Cc1ccccc1)N1CCN(c2cccc(C(F)(F)F)c2)CC1	-0.4	-32.1	-0.9	1.3	-0.5	-2.5
13	CC(=O)OC(C(=O)NCCN1CCOCC1)c1c(F)cccc1F (stereo not given)	-1.6	-0.9	0.3	-1.8	0.5	2.4
14	CNc1nc(C)c(C(=O)OCc2ccccc2)s1	0.9	-3.5	1.1	6.8	7.1	-2.9
15	O=C(Cc1ncc(C(F)(F)F)cc1Cl)Nc1cccc(Br)c1	-0.7	-43.6	-0.9	-2.7	-0.7	2.0

cpd	DAX1 inh-2	NPR1 activator	KLK7 zymogen act	ssDAF-12 act	SMARCA2 activ
1	1.3	1.0	0.3	-1.2	0.6
2	-0.5	-2.3	0.0	-1.4	-1.1
3	-0.2	0.8	1.0	-1.4	-1.7
4	-0.7	-0.4	0.0	-1.5	-0.7
5	nt	4.2	nt	-0.3	nt
6	0.0	-4.3	0.1	-1.3	1.9
7	0.4	3.1	-0.3	-1.1	-1.6
8	-0.2	-0.6	0.6	-1.1	-0.3
9	-0.7	-0.1	-0.2	-1.2	1.2
10	-1.2	-0.4	-0.5	-0.2	0.0
11	2.0	-2.7	0.4	-0.6	-0.7
12	-1.3	-3.8	-0.5	-0.9	0.8
13	1.4	0.9	0.2	-1.2	0.9
14	-1.3	2.4	0.0	-0.8	3.5
15	-0.7	-0.6	0.2	-1.8	-3.9

# Looked up by structure from the list above:
cpd	molecule	hcDAF-12 act	HGIII-sPLA2 inh	DAX1 inh-1	hgDAF-12 ag	FXN GAA850 act	GC-B act
9	OCCN1CCOCCOc2ccccc2OCCOCC1	0.3	4.8	-0.1	-1.6	1.7	2.5
8	CCOC(=O)[C@@H]1[C@H]2COc3ccccc3[C@@H]2N2C(=O)N(c3cccc(C)c3)C(=O)[C@@]12C	1.8	-5.1	1.1	0.9	0.8	-2.4
3	OC(C#CCN1CCCC1)c1ccccc1 (stereo not given)	-1.8	-1.6	-0.8	0.0	1.7	0.8
6	Cc1ccc(C(=O)Nc2cccnc2)cc1Cl	1.8	-1.5	0.7	3.4	-1.3	-3.6
10	CCOc1ccc(C(=O)OCC(=O)N2CCCC2)cc1	-0.8	-1.9	0.3	2.9	2.1	4.8

cpd	DAX1 inh-2	NPR1 activator	KLK7 zymogen act	ssDAF-12 act	SMARCA2 activ
9	-0.7	-0.1	-0.2	-1.2	1.2
8	-0.2	-0.6	0.6	-1.1	-0.3
3	-0.2	0.8	1.0	-1.4	-1.7
6	0.0	-4.3	0.1	-1.3	1.9
10	-1.2	-0.4	-0.5	-0.2	0.0

# (list continues)
cpd	molecule	hcDAF-12 act	HGIII-sPLA2 inh	DAX1 inh-1	hgDAF-12 ag	FXN GAA850 act	GC-B act
16	CCc1ccc(NC(=O)C(=O)NCC(O)c2ccccc2)cc1 (stereo not given)	-0.7	7.2	0.4	0.4	1.0	1.8
17	NS(=O)(=O)c1ccc(NC(=O)CSc2n[nH]c(=O)n2Cc2ccccc2)cc1	-1.5	-1.6	-0.1	-1.8	0.8	2.1
18	Cc1cc(NC(=O)c2c(Br)c(C)nn2C)no1	-0.6	7.7	-0.4	2.3	1.1	1.6
19	CC(OC(=O)C1CC(=O)N(Cc2ccccc2)C1)C(=O)Nc1cccc(C#N)c1 (stereo not given)	-1.0	8.5	-1.0	-1.5	-2.8	10.7
20	COc1ccc(C/C(N)=N/OC(=O)c2cccc([N+](=O)[O-])c2)cc1	-2.1	3.9	-0.5	1.4	-0.7	1.7
21	COC(=O)NNC(=O)COc1ccccc1C	-0.9	0.9	-0.4	-0.2	1.4	0.7
22	CCOc1ccc(S(=O)(=O)N2CCC(C(=O)NCc3ccccn3)CC2)cc1C	-0.1	-3.2	-0.1	-0.8	1.9	-3.6
23	O=C(CC12CC3CC(CC(C3)C1)C2)N1CCCOC1	-1.0	-1.7	-0.6	-0.5	-1.0	2.0
24	O=C(O)Cn1c(-c2ccccn2)nc2ccccc21	0.2	0.8	0.2	4.0	0.4	7.2
25	O=c1[nH]c(Cc2ccccc2)nc2c1oc1ccccc12	-0.7	3.7	-0.3	-2.4	-1.1	-1.0
26	CCN(CC)CCNC(=O)c1cc2c(s1)-c1ccccc1SC2	-2.5	0.0	0.3	-0.2	1.1	-6.7
27	COc1cc(CCCN2CCNC[C@@H]2C(C)O)cc(OC)c1OC (stereo not given in full)	-2.3	13.3	0.1	0.0	-0.2	5.6
28	Nc1ccccc1S(N)(=O)=O	-1.1	3.2	-1.0	0.2	-0.8	2.2
29	O=C(O)CCCCCCCCCCP(=O)(c1ccccc1)c1ccccc1	-0.2	7.1	0.3	-0.9	-2.4	5.9
30	COc1ccccc1Cn1c(=O)c2ccccc2n2c(Sc3ncnc4sccc34)nnc12	-1.7	-3.7	-0.2	1.5	-7.7	-0.8

cpd	DAX1 inh-2	NPR1 activator	KLK7 zymogen act	ssDAF-12 act	SMARCA2 activ
16	-0.1	3.4	-0.3	-0.6	-3.0
17	1.2	2.0	0.2	-1.2	5.5
18	0.3	-1.3	0.3	-1.4	-0.6
19	0.3	-1.6	0.8	-1.4	-3.3
20	-0.2	1.2	-0.1	-2.0	0.2
21	0.5	2.7	-0.2	-1.1	-0.4
22	1.8	-2.6	0.4	-0.8	-2.6
23	0.8	4.0	-0.4	-2.0	-1.4
24	3.8	-2.2	0.2	-0.8	0.2
25	-0.1	7.3	0.6	-1.5	3.8
26	-0.4	5.3	76.0*	-0.9	0.2
27	-0.3	-3.9	-0.3	-0.9	1.2
28	0.0	6.8	0.6	-1.3	1.7
29	-0.8	-0.5	-0.1	-1.2	0.3
30	-2.0	-0.7	0.3	-1.0	-4.3

# Continued.
cpd	molecule	hcDAF-12 act	HGIII-sPLA2 inh	DAX1 inh-1	hgDAF-12 ag	FXN GAA850 act	GC-B act
31	Cc1cc(Cl)c(S(=O)(=O)N(C)C)cc1OCC(N)=O	0.3	7.5	-0.2	-0.9	-0.3	-1.4
32	O=C(O)c1cccc(NC(=O)c2cn(-c3ccccc3)nc2-c2cccc(Br)c2)c1	-1.3	-43.5	0.1	-0.4	-0.8	-1.4
33	N/C(Cc1ccccc1)=N\OC(=O)c1cccc2ccccc12	3.8	1.3	-0.4	3.6	4.1	2.6
34	Cc1nc2cc(NC(=O)c3ccc(N4C(=O)CCC4=O)cc3)ccc2s1	1.2	2.2	-0.8	0.3	-1.6	-5.1
35	CS(=O)(=O)N(CC(=O)NCCC1=CCCCC1)c1ccc2c(c1)OCO2	-2.0	-0.6	-0.1	-1.2	2.4	0.5
36	O=C(O)CCN1C(=O)c2ccc(NC(=O)c3cccs3)cc2C1=O	-0.2	5.5	0.5	-3.3	-3.0	-1.2
37	Cc1ncc(CN2CCCC(CCC(=O)NCc3ccc(F)c(F)c3)C2)s1 (stereo not given)	0.8	0.3	0.2	0.7	0.1	-4.3
38	CC(Sc1nc(-c2ccco2)nc2c1c(=O)n(C)c(=O)n2C)C(=O)O (stereo not given)	-1.4	6.3	0.0	-2.7	0.3	-3.4
39	Cc1oc2c(C)c(O)ccc2c(=O)c1-c1cnn(-c2ccccc2)c1	-1.1	-34.6	-1.1	-2.4	1.0	-4.5
40	COCCN(C(=O)Cn1nnc2ccccc21)C(C(=O)NC1CCCCC1)c1ccc(OC)cc1OC (stereo not given)	-0.7	-8.2	-0.6	-0.8	-1.6	-5.4
41	C=CCNc1nc(Nc2ccc([N+](=O)[O-])cc2)nc(N2CCCC2)n1	-0.1	-2.9	0.1	1.1	2.3	0.1
42	COc1c(F)c(F)c(C(=O)Nc2ccccc2N2CCN(C(C)=O)CC2)c(F)c1F	2.5	-1.1	-0.8	1.3	-0.9	5.4
43	Cc1cc(Oc2nc3c(C)cccn3c(=O)c2/C=C(\C#N)S(=O)(=O)c2ccc(Cl)cc2)ccc1Cl	0.4	7.0	-0.1	-3.1	2.0	-0.9
44	C[C@@H]1COC(=O)[C@H](Cc2ccc(F)cc2)C/C=C\C[C@@H](CC(=O)N[C@H](CO)Cc2ccccc2)C(=O)N1	-1.2	-2.1	0.0	1.9	1.1	2.1

cpd	DAX1 inh-2	NPR1 activator	KLK7 zymogen act	ssDAF-12 act	SMARCA2 activ
31	0.1	-1.6	-0.7	-1.1	2.4
32	-0.5	0.5	-0.1	-1.1	-0.2
33	-0.5	1.0	-0.8	-0.7	-2.3
34	-2.8	2.5	0.0	-1.5	1.1
35	2.3	-2.7	0.5	-1.9	-1.2
36	0.4	-1.1	-101.0	-1.6	0.8
37	0.9	-1.3	-0.5	-1.2	-4.3
38	1.9	4.6	-0.1	-1.3	-3.9
39	-1.3	3.1	-36.9	-1.6	-1.9
40	-1.3	-3.8	0.2	-1.2	-2.2
41	-0.7	5.1	-0.5	-1.9	-4.0
42	0.3	-2.1	0.7	-0.3	0.9
43	-0.9	2.9	-0.6	-1.8	2.7
44	-0.4	2.4	-0.1	-0.7	-0.9
